Screening results from PubChem BioAssay.
OX1R antag: antagonists of human orexin 1 receptor. CHO/OX1R cells, Fluo-8 calcium fluorescence, orexin A. inhibition, % at 5 µM. 0.43% of 330,000 active. AID 434989;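 active = inhibition above its plate's threshold, mean inhibition of all tested compounds on the plate plus 3 SD, cut at about 37% in these data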;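 also: 0% = orexin A challenge wells and 100% = SB-334867-A antagonist wells; not every result past the cut was called active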
Target sequence (O43613 whole entry, looked up): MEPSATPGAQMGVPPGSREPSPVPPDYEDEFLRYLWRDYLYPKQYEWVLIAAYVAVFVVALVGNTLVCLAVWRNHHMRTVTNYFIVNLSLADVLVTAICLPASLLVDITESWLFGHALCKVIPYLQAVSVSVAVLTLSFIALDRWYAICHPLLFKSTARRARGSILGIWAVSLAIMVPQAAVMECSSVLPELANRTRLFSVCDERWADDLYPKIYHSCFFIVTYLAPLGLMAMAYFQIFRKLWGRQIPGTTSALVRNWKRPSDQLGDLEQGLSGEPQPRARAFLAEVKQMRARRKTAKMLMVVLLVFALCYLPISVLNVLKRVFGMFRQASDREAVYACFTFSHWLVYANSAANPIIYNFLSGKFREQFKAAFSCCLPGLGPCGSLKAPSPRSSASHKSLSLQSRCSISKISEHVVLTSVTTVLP
CHT allo act: human CHT allosteric activation. B-score at 10 µM. 0.49% of 310,000 active. CHT-expressing cells, membrane potential dye, choline EC20; stronger effect = higher value; LV-AA mutant CHT in HEK293 cells. Q9GZV3;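 active = initial fluorescence not abnormally high and integrated response B-score, plate-corrected, over 3 SD above library mean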
Target sequence (Q9GZV3 whole entry, looked up): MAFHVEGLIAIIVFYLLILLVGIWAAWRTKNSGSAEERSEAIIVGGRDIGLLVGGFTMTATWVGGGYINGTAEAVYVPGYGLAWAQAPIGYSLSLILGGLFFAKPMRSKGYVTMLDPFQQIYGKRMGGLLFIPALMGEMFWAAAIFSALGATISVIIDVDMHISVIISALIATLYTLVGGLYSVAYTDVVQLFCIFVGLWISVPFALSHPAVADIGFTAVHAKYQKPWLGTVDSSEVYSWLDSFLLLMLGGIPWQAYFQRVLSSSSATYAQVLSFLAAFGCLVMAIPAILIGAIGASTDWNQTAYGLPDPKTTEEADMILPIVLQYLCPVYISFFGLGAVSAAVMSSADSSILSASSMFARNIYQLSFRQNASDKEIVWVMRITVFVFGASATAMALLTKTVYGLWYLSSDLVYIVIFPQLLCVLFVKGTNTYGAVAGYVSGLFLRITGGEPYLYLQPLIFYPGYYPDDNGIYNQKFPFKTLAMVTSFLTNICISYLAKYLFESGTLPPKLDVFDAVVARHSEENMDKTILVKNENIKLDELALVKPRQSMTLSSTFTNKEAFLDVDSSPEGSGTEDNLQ
Active calls of the source: *; i = inactive; · = not tested or not shown. Outcome played no part in choosing rows (roughly 0.83% active in at least one column).

mol,OX1R antag,CHT allo act
Cc1nn(Cc2ccccc2)c(C)c1N,-13.6,i
CCOc1ccccc1-n1c(SCC(=O)N2CCCc3ccccc32)nnc1-c1cccnc1,-12.7,i
CN1CCN(CC(=O)Nc2nc(-c3c[nH]c4ccccc34)cs2)CC1,-21.4,i
O=C(Nc1cccc(S(=O)(=O)N2CCCC2)c1)c1cncc(Br)c1,-14.0,·
CCCCOc1ccc(C(=O)N(C)CC(=O)Nc2ccc(C)cc2)cc1,-26.2,i
Cc1ccccc1Nc1cc(C)c2c(O)cccc2n1,-22.9,i
CN(C1CCS(=O)(=O)C1)S(=O)(=O)c1ccc2ccccc2c1 (stereo not given),-21.2,i
O=C(O)c1cccc(Nc2nc3ccccc3nc2NS(=O)(=O)c2cccs2)c1,12.9,i
CCOc1ccc(NC(=O)C2CCN(S(=O)(=O)c3ccc4c(c3)CC(C)N4C(C)=O)CC2)cc1 (stereo not given),-10.4,i
CSc1nnc(NC(=O)c2cc3ccccc3oc2=O)s1,-22.3,i
COc1ccc(CCn2c(S)nc3ccccc3c2=O)cc1,-27.4,i
COc1ccc(Cc2nc3ccc(C(=O)N4CCCN(C=O)CC4)cc3o2)cc1,-6.6,i
CCOc1ccc(C(C)=O)cc1COC(=O)CCc1cc(OC)c(OC)c(OC)c1,-18.6,i
Cc1ccccc1S(=O)(=O)N1CCN(C)CC1,-6.2,i
O=C(c1ccc(F)cc1)N1CCN(c2cnn(-c3ccccc3)c(=O)c2Cl)CC1,-49.6,i
COc1ccc(-c2nc(CS(=O)CC(=O)N3CCc4ccccc4C3)c(C)o2)cc1 (stereo not given),-20.6,i
Cc1ccc(C)c(CN2CCC(CNC(=O)CCc3nnc4ccc(N5CCC(C)CC5)nn34)CC2)c1,-27.2,i
CC(=O)C1=C(O)CC(c2ccccc2)CC1=NCCc1ccccc1 (stereo not given),-9.4,i
COc1ccc(NC(=O)c2sc(-c3ccccc3)nc2C)c(OC)c1,-3.4,i
COc1cc(-c2nnc(NC(=O)CS(=O)(=O)c3ccc(C)cc3)o2)cc(OC)c1OC,-4.7,i
O=C1C=C(N2CCCCCC2)C(=O)N1c1ccc(Cl)cc1,·,i
CCCCn1c(C(C)NC(=O)COC)nc2ccccc21 (stereo not given),-17.5,i
CN(C(=O)c1ccc(COc2ccccc2Cl)o1)c1ccccc1,-7.1,i
C/C(=N\NC(=O)CNc1cccc(C(F)(F)F)c1)c1cccc(Br)c1,-14.2,i
O=C(NCC(c1cccs1)N1CCOCC1)c1ccccc1NS(=O)(=O)c1ccc(Br)cc1 (stereo not given),-3.1,i
O=C(Cc1ccc(NS(=O)(=O)c2ccc(F)cc2)cc1)NCc1cccnc1,-6.9,i
O=C(CSc1n[nH]c(=O)[nH]c1=O)NCC1CCCCC1,-16.2,i
COCCn1c(SCC(=O)NC(=O)NC(C)(C)C)nc2ccccc21,-16.3,i
O=C(Nc1ccccc1C(=O)O)c1cccc(NC(=O)c2ccc(Br)o2)c1,-21.8,i
CCn1c(N)c(C(=O)NC2CCCCC2)sc1=S,-2.4,i
CC(C)(C)c1ccc2c(c1)OC(C(=O)N/N=C\c1ccncc1)CO2 (stereo not given),-15.8,i
COc1ccc(-c2nn(C)c3sc(C(=O)NCCN(C)C)cc23)cc1OC,-8.6,i
Cc1csc(NC(=O)c2cc(-c3ccccc3)nc3ccccc23)n1,-37.4,i
CC1(C)CC(=O)c2cc3c(N)c(C(=O)NCc4ccccc4)sc3nc2C1,-35.0,i
O=C(C1CC(=O)N(C2CCCCC2)C1)N1CCN(c2cccc(C(F)(F)F)c2)CC1 (stereo not given),-24.6,i
c1ccc(-c2csc(-n3cccn3)n2)cc1,-15.9,i
COc1ccc(/C=C2\SC(=S)N(CCCC(=O)Nc3ccc(C(=O)O)cc3)C2=O)cc1OC,-10.6,i
CCOC(=O)N1CCN(C(=O)CNC(=O)C23CC4CC(CC(C4)C2)C3)CC1,-14.4,i
Cc1cc(=O)oc2cc(NC(=O)c3ccnn3C)ccc12,-8.8,i
COC(=O)Cc1ccc(NC(=S)NCc2ccccc2Cl)cc1,-2.0,i
CCOC(=O)[C@H](CCc1ccccc1)N[C@@H](C)C(=O)N1C(C(=O)O)C[C@@H]2CCC[C@@H]21 (stereo not given in full),-25.2,i
CCOC(=O)CNC(=O)Cn1cnc2c(nnn2-c2ccc(OC)cc2)c1=O,-8.3,i
O=C(COC(=O)c1ccccc1)Nc1ccc2[nH]c(=O)[nH]c2c1,-7.5,i
COc1ccc2[nH]c3c(c2c1)CCN1C(=O)C(CC(=O)NC(C)(C)C)C[C@H](C(=O)N2CCCCC2)[C@@]31C (stereo not given in full),-16.3,·
COc1cccc(N2CCN(CC(=O)NC3=Nc4ccccc4N=C(C)C3c3ccccc3)CC2)c1 (stereo not given),-23.4,i
CC1C(=NO)C(C)C(c2ccc(N(C)C)cc2)NC1c1ccc(N(C)C)cc1 (stereo not given),-23.9,i
O=C(CSc1nnnn1-c1cccc(F)c1)Nc1nc2ccccc2s1,-22.2,i
CC(Oc1cccc([N+](=O)[O-])c1)C(=O)NCCC1=CCCCC1 (stereo not given),-1.9,·

Overlap with the part before: seven entries, then new ones.
mol,OX1R antag,CHT allo act
CCOC(=O)CNC(=O)Cn1cnc2c(nnn2-c2ccc(OC)cc2)c1=O,-8.3,i
O=C(COC(=O)c1ccccc1)Nc1ccc2[nH]c(=O)[nH]c2c1,-7.5,i
COc1ccc2[nH]c3c(c2c1)CCN1C(=O)C(CC(=O)NC(C)(C)C)C[C@H](C(=O)N2CCCCC2)[C@@]31C (stereo not given in full),-16.3,·
COc1cccc(N2CCN(CC(=O)NC3=Nc4ccccc4N=C(C)C3c3ccccc3)CC2)c1 (stereo not given),-23.4,i
CC1C(=NO)C(C)C(c2ccc(N(C)C)cc2)NC1c1ccc(N(C)C)cc1 (stereo not given),-23.9,i
O=C(CSc1nnnn1-c1cccc(F)c1)Nc1nc2ccccc2s1,-22.2,i
CC(Oc1cccc([N+](=O)[O-])c1)C(=O)NCCC1=CCCCC1 (stereo not given),-1.9,·
CC(C)C[C@@H](COc1ccccc1)N1CCN(Cc2ccccc2)CCC1=O,-53.8,6.34*
COc1cccc(/C=N/n2c(-c3n[nH]c4c3CCC4)n[nH]c2=S)c1O,-14.7,i
O=C(CSc1nnc(SCc2cccc3ccccc23)s1)N/N=C/c1c[nH]c2ccccc12,-17.8,i
CC(C)C(=O)C1=Cc2cc([N+](=O)[O-])ccc2OC1N1CCOCC1 (stereo not given),·,i
CC(=O)N(c1c(C)n(C)n(-c2ccccc2)c1=O)C1(C(=O)NC2CCCCC2)CCCCC1,-13.0,i
Cc1ccc(S(=O)(=O)NCC(=O)NCC(=O)NC(C)c2ccccc2Br)cc1C (stereo not given),-14.8,i
O=c1c2ccccc2c(C=Nc2ccc(S(=O)(=O)N3CCCCC3)cc2)c(O)n1-c1ccc(Cl)cn1,-20.2,i
Cc1nn(C)c(C)c1CNC(=O)c1cnn2c1NC(c1ccccc1)CC2C(F)(F)F (stereo not given),-19.7,i
COc1ccc(OCCN2CCN(C3CC(=O)N(CCC(C)C)C3=O)CC2)cc1 (stereo not given),-7.6,i
N#CCSc1nc2ccc(N3CCCCC3)cc2c(=O)n1Cc1ccccc1,-12.9,i
CCC(C)NC(=O)C1CCCN(S(=O)(=O)c2ccc3c(c2)CC(C)N3C(C)=O)C1 (stereo not given),-6.7,i
O=C(c1ccc(CS(=O)(=O)c2ccc(Br)cc2)o1)N1CCN(c2ccc(F)cc2)CC1,-15.7,i
COc1ccc(-c2nc3nc(SC)nn3cc2C)cc1F,-11.6,i
COc1ccc(Cl)cc1NC(=O)COC(=O)c1ccc(Cl)nc1,-25.4,·
CC(=O)c1cc(CN2CCC(C(=O)Nc3ccc(-n4nc(C)cc4C)cc3)CC2)cs1,-23.0,i
COc1ccc(CCC(=O)OCc2csc(CC(=O)Nc3ccc(C)cc3)n2)cc1OC,-5.7,·
Cc1cc(C(F)(F)F)n2ncc(-c3ccccc3)c2n1,-7.2,i
COc1cc(/C=N/NC(=O)C23CC4CC(CC(C4)C2)C3)cc(Br)c1O,-10.8,i
Cc1ccn2cc(CNC(=O)c3ccc(Br)o3)nc2c1,-17.1,i
Cc1cc(-c2ccco2)n(CC(=O)NCCN(C)C)n1,-7.8,i
COc1ccc(NC(=O)CN(C)S(=O)(=O)c2ccccc2)cc1OC,-15.6,i
CCN=C1SC(CC(N)=O)C(=O)N1CC (stereo not given),-25.6,i
CSc1ccc(CN(C)C(=O)CSCC(=O)Nc2cc(C)on2)cc1,-16.8,i
O=C(CNc1cc(S(=O)(=O)N2CCOCC2)ccc1NCC1CCCO1)Nc1ccc(C(F)(F)F)cc1 (stereo not given),-18.2,i
N#CC1=C(N)OC2=C(C(=O)CCC2)C1c1ccncc1 (stereo not given),-3.4,i
CCOc1ccc(N2CC(C(=O)NCCCN3CCOCC3)CC2=O)cc1 (stereo not given),-2.9,i
Cc1ccccc1CNc1ccc(C(CC(N)=O)NC(=O)c2ccc(Br)cc2)cc1[N+](=O)[O-] (stereo not given),1.5,i
COc1ccc(/C=N/Nc2nncc3ccccc23)c(OC)c1,-25.2,i
Cc1ccc(-c2nnc(COC(=O)c3ccco3)o2)cc1,-17.2,i
CC1CCCCC12NC(=O)N(Cn1nnc3ccccc3c1=O)C2=O (stereo not given),-16.4,i
Cc1ccc(C)c2c1[nH]c1ccccc12,-16.3,i
Cc1ccc(-c2nn(CCC(=O)NN3CCOCC3)c(=O)c3ccccc23)cc1,-22.8,i
Cc1cc2c(=O)n(CC(=O)NCC(=O)N3CCN(Cc4ccccc4)CC3)cnc2s1,-9.9,i
COc1ccccc1N1CCN(S(=O)(=O)c2ccc(-n3cnnn3)c(C)c2)CC1,-14.8,i
O=c1oc2ccc3ccccc3c2cc1-c1nnc(-c2cccs2)o1,8.4,i
CC1(C)CC(=O)/C(=C(\O)c2ccccc2)C(=NCCO)C1,13.7,i
COc1ccc(NS(=O)(=O)c2ccc3c(c2)NC(=O)CO3)cc1,-10.9,i
COc1cc(CNC23CC4CC(CC(C4)C2)C3)ccc1OCc1ccccc1,-2.2,i
CC(=O)Nc1sc2c(c1C(N)=O)CCN(Cc1ccccc1)C2,-14.3,i
COC(=O)Cc1csc(NC(=O)CSc2nncn2C)n1,8.4,·
COc1cc(C(=O)NCCC(=O)NC2CCC(C)CC2)cc(OC)c1OC (stereo not given),-13.1,i
COc1ccc(C(=O)NNC2=CC(=O)CC(C)(C)C2)cc1OC,-16.5,i
CCOc1cc(C2Nc3ccccc3NC3=C2C(=O)CC(C)(C)C3)ccc1O (stereo not given),-8.3,i
CCC(=O)N(C)CCc1cc2c(c(OC)c1/C=N/Nc1ccc(C(=O)O)cc1)OCO2,-7.3,i
CC(NC(=O)c1ccccc1F)c1nnc(SCc2nc3ccccc3c(=O)[nH]2)n1C (stereo not given),-18.2,i
COc1ccccc1/C=C\C=N\NC(=O)CCn1nnc2ccccc21,-22.9,i
O=C(NC(=S)Nc1ccccn1)c1ccco1,-4.3,i
CC(C)(C)C(=O)Nc1ccc(C(=O)CSc2nnc(C3CC3)n2C2CC2)cc1,-4.1,·
CCC(NC(=O)c1ccc([N+](=O)[O-])cc1[N+](=O)[O-])c1ccccc1 (stereo not given),-6.7,i
CC1Cc2ccccc2N1C(=O)CSc1nnc(C2CC2)n1C (stereo not given),-0.2,i
Cc1ccc(S(=O)(=O)Cn2cnnn2)cc1,14.7,i
CC(C)[C@H](NC(N)=O)C(=O)NNC(=O)COc1cccc(C(F)(F)F)c1,9.7,i
COc1cc2c(cc1OC)C(C(=O)NCCN(C)C)C(c1cccs1)N(C)C2=O (stereo not given),6.2,i
Cc1nn(C)c(C(=O)Nc2ccc3c(c2)OCO3)c1[N+](=O)[O-],·,i
C#CCn1cc(/C=C2\NC(=O)NC2=O)c2ccccc21,-11.9,i
CN(NC1OC(=O)c2ccccc21)c1ccc(C(F)(F)F)cc1[N+](=O)[O-] (stereo not given),-16.0,i

Other entries follow:
mol,OX1R antag,CHT allo act
CC1(C)C([N+](=O)[O-])C(c2ccc(F)cc2)NC(c2ccc(F)cc2)C1[N+](=O)[O-] (stereo not given),-26.3,i
CCOc1cc(C(=O)Nc2ccc(C)cc2C)ccc1OCC(=O)N1CCCCC1,-23.2,i
CC1CCCCC1NC(=O)COC(=O)/C=C/c1ccco1 (stereo not given),-8.0,·
CCCCCOc1ccc(C(=O)NCCC(=O)NCCCC(=O)OCC)cc1,-19.5,i
COc1cccc(NC(=O)n2nc(N)cc2-c2ccc(Cl)cc2)c1,-16.8,i
O=C(NCCc1cccnc1)C1CCC(=O)N(CCc2cccc(F)c2)C1 (stereo not given),·,i
CCn1ncc(CNC(=O)CCCSc2nc(-c3ccco3)cc(C(F)(F)F)n2)c1C,-19.9,i
Cc1cc(C)n2c(=O)c3ccc(Cl)cc3nc2c1C#N,3.4,i
OC(COc1cccc2ccccc12)CN1CCN(c2ccccn2)CC1 (stereo not given),-29.1,i
Cc1ccc(OCCC(=O)OCC(=O)Nc2ccc3c(c2)OCCO3)cc1,-21.0,i
CCC(C)N(C(=O)COC(=O)CSc1ccc([N+](=O)[O-])cc1)C1CCS(=O)(=O)C1 (stereo not given),·,i
COc1ccc(/C=C2\SC(=O)N(CC(=O)Nc3cccc(C)c3)C2=O)cc1O,-0.5,i
